FadD28 binding = inhibitors of FadD28 bisubstrate probe binding, primary screen, biochemical, fluorescence polarization, single point | Mycobacterium tuberculosis FadD28 fatty-acid-AMP ligase | inhibition, % at 12.5 µM | 360,000 compounds, 0.22% hits | AID 588549, 2011; in the data active means inhibition above about 8.5%, passing the limit was not always enough; inconclusive means no clear call, values can overlap the other calls
Mtb UGM inh = M. tuberculosis UGM enzyme inhibitors, primary screen, biochemical, fluorescence polarization, single point; UDP-galactopyranose mutase (Mycobacterium tuberculosis (strain ATCC 25618 / H37Rv)), …; purified UGM, fluorescence polarization probe displacement; inhibition, % at 10 µM; 320,000 compounds, 0.06% hits; AID 504406, 2011; in the data active means inhibition above about 10%, passing the limit was not always enough; inconclusive means no clear call, values can overlap the other calls
Target sequence (P9WIQ1 whole entry, looked up): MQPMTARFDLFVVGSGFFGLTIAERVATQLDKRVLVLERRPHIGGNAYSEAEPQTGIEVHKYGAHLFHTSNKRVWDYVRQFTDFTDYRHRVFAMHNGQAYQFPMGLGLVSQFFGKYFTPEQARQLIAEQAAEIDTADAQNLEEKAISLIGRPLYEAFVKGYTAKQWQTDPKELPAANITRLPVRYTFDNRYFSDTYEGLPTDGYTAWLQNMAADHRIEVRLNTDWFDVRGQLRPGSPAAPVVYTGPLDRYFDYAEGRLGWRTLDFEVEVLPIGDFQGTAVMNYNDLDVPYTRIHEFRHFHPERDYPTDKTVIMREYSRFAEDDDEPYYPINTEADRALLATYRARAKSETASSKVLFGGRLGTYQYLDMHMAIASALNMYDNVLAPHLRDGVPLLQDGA
BoNT-F LC inh = BoNT/F light chain protease inhibitors, primary screen, biochemical, flow cytometry, MLPCN library. Botulinum neurotoxin type F light chain protease (Clostridium botulinum). Multiplex microsphere protease cleavage assay. inhibition, % at 10 µM. 360,000 compounds, 0.22% hits. AID 588497, 2011; in the data active means inhibition above about 35%, passing the limit was not always enough; inconclusive means no clear call, values can overlap the other calls; further: plate controls were buffer without enzyme for full effect and enzyme alone for no effect
Mtb BioA inh = M. tuberculosis BioA enzyme inhibitors, primary screen, biochemical, plate reader, single point, HTS; 7,8-diaminopelargonic acid synthase BioA (Mycobacterium tuberculosis); 360,000 compounds, 0.096% hits; inhibition, % at 9.99 µM; purified M. tuberculosis BioA enzyme; in the data active means inhibition above about 40%; inconclusive means no clear call, values can overlap the other calls
VHR inh abs = VHR1 phosphatase inhibitors, primary screen, biochemical, absorbance, uHTS | Dual specificity protein phosphatase 3 (Homo sapiens), P51452 | recombinant VHR phosphatase, pNPP absorbance | inhibition, % at 13.3 µM | 290,000 compounds, 0.52% hits | AID 1654, 2009; in the data active means inhibition above about 50%; further: some compounds called inactive have numbers as strong as hits
Target sequence (P51452 whole entry, looked up): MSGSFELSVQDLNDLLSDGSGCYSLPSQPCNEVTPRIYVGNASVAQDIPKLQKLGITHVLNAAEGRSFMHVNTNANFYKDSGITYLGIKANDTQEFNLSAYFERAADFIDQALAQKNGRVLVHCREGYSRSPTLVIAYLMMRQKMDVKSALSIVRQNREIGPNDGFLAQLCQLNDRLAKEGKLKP
Mtb FBA inh = Mtb FBA enzyme inhibitors, primary screen, biochemical, fluorescence, strain H37Rv; AID 588726, 2011; 360,000 compounds, 2.3% hits; purified M. tuberculosis FBA, fluorescence read-out; inhibition, % at 1 µM; in the data active means inhibition above about 27%;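 further: 0% = vehicle and 100% = reference inhibitor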
Target sequence (P9WQA3 whole entry, looked up): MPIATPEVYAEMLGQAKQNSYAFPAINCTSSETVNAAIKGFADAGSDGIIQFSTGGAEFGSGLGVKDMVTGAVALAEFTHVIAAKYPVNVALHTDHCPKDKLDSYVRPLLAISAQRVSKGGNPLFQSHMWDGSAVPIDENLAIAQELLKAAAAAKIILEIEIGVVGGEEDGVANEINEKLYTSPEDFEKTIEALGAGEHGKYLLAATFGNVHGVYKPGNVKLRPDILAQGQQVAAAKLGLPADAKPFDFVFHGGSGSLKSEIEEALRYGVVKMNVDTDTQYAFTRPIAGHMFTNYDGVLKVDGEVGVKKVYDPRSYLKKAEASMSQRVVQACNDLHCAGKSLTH
CCHF vOTU inh = CCHFV vOTU protease inhibitors, primary screen, biochemical, Pep-AMC substrate, fluorescence; Crimean-Congo hemorrhagic fever virus L polyprotein viral ovarian tumor (vOTU) protease …; inhibition, % at 11.5 µM; 370,000 compounds, 0.55% hits; further: 0% = vehicle wells with enzyme and 100% = no enzyme wells
MazEF act = activators of E. coli MazEF toxin-antitoxin RNase, primary screen, biochemical, fluorescence, uHTS | Endoribonuclease toxin MazF (Escherichia coli (strain K12)), P0AE70 | FAM/BHQ RNA-DNA oligo cleavage fluorescence, 5 h | activation, % at 20 µM | 350,000 compounds, 0.32% hits; in the data active means activation above about 50%
Target sequence (P0AE70 whole entry, looked up): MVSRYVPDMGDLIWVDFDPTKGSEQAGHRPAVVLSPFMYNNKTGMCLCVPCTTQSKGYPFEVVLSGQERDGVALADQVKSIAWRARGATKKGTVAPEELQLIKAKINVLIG
Rv3671c protease = Rv3671c serine protease inhibitors, primary screen, biochemical, fluorescence polarization, M. tuberculosis H37Rv; P9WHR9; 320,000 compounds, 0.048% hits; inhibition, % at 5.96 µM; AID 2606, 2010; in the data active means inhibition above about 38%;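 further: extracellular domain of Rv3671c used as enzyme; 0% = enzyme with DMSO and 100% = no enzyme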
GDH-TPI counter = GDH-TPI coupling enzyme inhibitors, primary screen, artefact control for M. tuberculosis FBA inhibitor project, biochemical, absorbance, full deck. GDH-TPI coupled enzyme counterscreen, NADH absorbance. inhibition, % at 4.8 µM. 360,000 compounds, 1.2% hits. AID 588335, 2011;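 further: 0% = DMSO wells and 100% = wells lacking the enzyme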
Active calls of the source: *; ? = inconclusive; . = not tested or not shown. Unless noted, no stated cut-off is given here; in the data, active means inhibition above about 30%; inactive means the rest.

molecule,FadD28 binding,Mtb UGM inh,BoNT-F LC inh,Mtb BioA inh,VHR inh abs,Mtb FBA inh,CCHF vOTU inh,MazEF act,Rv3671c protease,GDH-TPI counter
COc1ccc(/C(C)=N/NC(=O)c2ccccc2N)cc1,-3.5,3.0,-4.7,-1.3,20.2,1.1,-22.3,9.1,11.3,2.5
CC(C)C(=O)N(c1ccc(F)cc1)C1C=CS(=O)(=O)C1 (configuration not stated),-2.6,-0.3,4.1,-1.4,24.5,0.7,-2.8,-3.8,-4.3,-5.7
Cc1cc(C(=O)Nc2cccnc2)no1,1.6,1.8,4.4,.,17.6,1.3,.,-3.8,2.5,4.3
COc1ccc(NC(=O)Cn2c(=O)n(CC3CCCO3)c(=O)c3cc(OC)c(OC)cc32)c(OC)c1 (configuration not stated),0.0,-0.6,-3.5,-1.7,9.5,3.7,11.4,11.1,-1.9,16.0
CCOC(=O)c1c(NC(=O)CCCN2CCOCC2)sc2c1CC(C)(C)OC2,-1.7,-0.9,2.7,0.5,39.9,0.3,-0.1,-4.2,-1.6,1.0
Cc1cc(C)cc(NC(=O)Cc2ccc(NC3=NC4CS(=O)(=O)CC4S3)cc2)c1 (configuration not stated),0.0,-8.2,-1.3,-1.0,25.2,-0.1,-6.0,9.6,7.2,-12.6
CNc1nc(SC)nc(N2CCOCC2)n1,-1.6,-1.1,-8.5,-0.6,-5.1,-3.2,5.1,2.3,-0.7,2.0
CC(=NCc1ccc2c(c1)OCO2)c1c(O)n(-c2ccc(C)cc2)c(=O)[nH]c1=O,-0.8,0.7,?,.,0.4,-2.3,-6.1,3.1,-8.3,10.2
O=c1c2ccccc2nc(-c2ccoc2)n1-c1ccccc1Cl,-18.3,0.0,2.1,1.7,43.4,-2.8,13.3,-18.9,4.5,9.8
O=C(Nc1ccc(O)c2c(=O)cc(-c3ccccc3Cl)oc12)c1cccs1,-3.3,0.4,-3.8,-0.7,22.0,-2.2,-12.3,2.9,-8.7,4.1
Cc1cc(-c2ccccc2)cc(C)[n+]1Cc1ccccc1,-0.8,0.6,-1.3,1.2,.,1.0,2.3,12.8,0.7,4.0
Cc1sc2ncnc(N3CCC(C(=O)Nc4ccc(Cl)c(Cl)c4)CC3)c2c1C,-3.2,-1.1,-3.4,-5.3,.,-0.6,-4.8,-23.9,-71.0,6.5
COc1ccc(-c2csc(NC(=O)CSc3nc4ccccc4c(=O)[nH]3)n2)cc1,-1.6,-1.8,0.0,-1.3,6.9,-3.2,-4.5,8.8,-52.4,3.4
COc1ccccc1CNC(=O)c1ccc2ccccc2n1,-3.7,0.4,3.3,-2.9,11.8,-4.3,25.2,2.6,-4.2,0.8
Cn1c(CC(=O)Nc2ccccc2F)nnc1SCC(=O)NC1=NCCS1,0.6,0.5,3.0,0.0,12.2,-1.6,-0.3,8.4,0.7,0.4
COc1ccc2[nH]c(=O)c(CN(C(=O)c3ccccn3)C3CCCCC3)cc2c1,-1.0,4.9,-9.5,-1.0,14.7,11.2,2.3,-3.5,-9.4,12.3
CCOC(=O)c1sc(NC(=O)c2ccc(Br)o2)cc1C,-0.9,3.5,-4.4,.,13.6,0.2,30.6*,19.9,-10.0,19.8
O=C(CN1C(=O)c2cccnc2Oc2ccc(Cl)cc21)N1CCCCCC1,0.3,-1.9,-6.7,1.1,1.8,-1.9,-2.3,2.7,-5.4,-1.9
COc1ccc(NS(=O)(=O)CC23CCC(CC2=O)C3(C)C)cc1 (configuration not stated),-1.3,-0.5,-16.6,.,25.5,3.1,0.4,-9.1,-11.6,-6.0
CC(=O)Nc1cc(-c2cccc(C(=O)N(C)C)c2)cn2c(-c3ccc(C(C)=O)cc3)cnc12,-2.8,.,7.6,6.2,.,-1.1,-13.4,.,.,3.6

The last 3 records of the part above lead into the next:
molecule,FadD28 binding,Mtb UGM inh,BoNT-F LC inh,Mtb BioA inh,VHR inh abs,Mtb FBA inh,CCHF vOTU inh,MazEF act,Rv3671c protease,GDH-TPI counter
O=C(CN1C(=O)c2cccnc2Oc2ccc(Cl)cc21)N1CCCCCC1,0.3,-1.9,-6.7,1.1,1.8,-1.9,-2.3,2.7,-5.4,-1.9
COc1ccc(NS(=O)(=O)CC23CCC(CC2=O)C3(C)C)cc1 (configuration not stated),-1.3,-0.5,-16.6,.,25.5,3.1,0.4,-9.1,-11.6,-6.0
CC(=O)Nc1cc(-c2cccc(C(=O)N(C)C)c2)cn2c(-c3ccc(C(C)=O)cc3)cnc12,-2.8,.,7.6,6.2,.,-1.1,-13.4,.,.,3.6
CC(C)CNC(=O)COC(=O)Cc1ccc(Cl)cc1,-3.0,0.1,-0.9,.,-6.0,-3.2,10.3,-1.4,5.7,4.9
CN(Cc1ccccc1)c1ncnc(N)c1[N+](=O)[O-],-1.5,-0.4,-1.9,.,25.1,5.3,7.5,-31.2,3.3,11.0
O=C1CC(O)(c2ccccc2)C(c2ccccc2)=C1c1ccccc1 (configuration not stated),-2.9,-1.2,-19.7,0.3,8.8,5.0,6.8,-4.3,-8.0,0.0
CCN(CCn1cccn1)Cc1c(C(=O)N2C[C@@H](C)O[C@@H](C)C2)nc2ccc(Cl)cn12,-3.2,-0.1,-2.3,-0.7,23.4,1.0,6.7,4.9,14.3,-0.6
CC1(C)C/C(=N\O)c2cc3c(nc2C1)CCCC3,-0.1,1.5,-5.5,-1.2,-14.8,1.5,-10.1,-3.7,4.0,3.9
Cc1noc(C)c1S(=O)(=O)NC(=O)C1(C)CCN1C(=O)CC(c1ccccc1)c1ccccc1 (configuration not stated),-4.0,.,-5.1,-2.1,.,-0.2,-3.5,.,.,11.1
COc1ccc(NC2CC(=O)N(CCc3ccccc3)C2=O)cc1 (configuration not stated),-0.1,0.9,11.7,-1.0,11.8,-1.8,0.0,4.5,-1.7,-0.7
Cc1cc(C)c(NC(=O)CCCN2CCOCC2)c(C)c1,-0.2,-0.1,9.5,-0.9,-5.7,1.4,-11.6,-6.0,5.3,-0.4
O=C(Cc1ccccc1)n1nc(-c2ccco2)nc1SCc1ccccc1,5.4,2.0,15.6,-3.2,32.7,3.8,-6.5,-1.2,3.5,4.3
COc1cc(C2C(C(=O)c3ccc(C)o3)=C(O)C(=O)N2c2cc(C)on2)cc(OC)c1OC (configuration not stated),-1.5,2.2,2.0,-2.3,.,1.5,8.7,6.6,0.3,11.2
O=C(Cn1c(NCCCCl)nc2ccccc21)c1ccccc1,-2.3,-1.2,-9.1,0.9,.,-0.1,5.1,4.6,6.9,0.0
Cc1c(NC(=O)CN2CCN(C(c3ccccc3)c3ccccc3)CC2)c(=O)n(-c2ccccc2)n1C,-1.9,0.9,1.6,0.1,12.9,-1.0,-7.0,2.6,-2.2,-7.6
CCc1ccccc1NC(=O)CCN1C(=O)C2C3CCC(C3)C2C1=O (configuration not stated),-2.1,2.6,-4.7,.,19.9,2.3,-4.0,8.3,-4.4,-1.6
CCOc1ccc(N(C)S(=O)(=O)c2ccc3[nH]cc(C(=O)NCC4CCCO4)c(=O)c3c2)cc1 (configuration not stated),-0.7,-0.7,7.8,-0.3,-0.5,1.9,4.1,6.7,-11.3,10.4
COc1cc(NC(=O)CN(C)S(=O)(=O)c2ccc(C)cc2)cc(OC)c1,-1.5,0.9,-4.4,-0.7,5.0,-1.1,0.7,1.7,-11.0,2.4
Cc1cc([N+](=O)[O-])ccc1NC(=O)COc1nsnc1N1CCOCC1,-3.7,-0.8,-0.7,0.3,-19.2,0.1,8.9,11.3,1.6,1.6
Nn1c(SCC(=O)Nc2ccc3c(c2)OCCO3)nnc1-c1ccncc1,-1.1,-1.0,-12.3,10.9,7.7,-1.7,15.3,5.1,-1.8,8.2
O=C(Cn1cc2c(n1)CCCC2)NC1CCCCCC1,-3.0,2.8,-2.7,-1.4,10.8,-1.1,-3.9,1.5,-0.5,1.0
CCCCc1ccc(NC(=O)CC(C)C)cc1,-3.3,0.9,-4.4,.,13.9,-1.4,2.7,0.7,-6.9,-0.4
CC12CCC(C(=O)Nc3ccccc3Cl)(C(Br)C1=O)C2(C)C (configuration not stated),-2.9,5.4,-11.2,0.8,-1.5,1.7,12.8,0.6,-0.5,4.4
Cc1ccccc1NC(=O)C(C)n1c2ccccc2c2nc(=O)cc(C)n21 (configuration not stated),-1.3,-0.1,4.3,.,17.5,6.8,0.9,1.9,1.7,29.1
CN(CC(=O)N1CCCCC1)S(=O)(=O)c1cccc2nsnc12,-1.7,1.0,2.5,-0.8,5.7,1.1,8.2,-19.5,-11.4,17.2
CCC(C(=O)OCC(=O)N1C(C)CCCC1C)c1ccccc1 (configuration not stated),-2.2,0.7,1.5,0.3,.,3.2,6.8,1.3,4.1,4.3
CCOC(=O)CSc1c(-c2cccs2)[nH]c2ccccc12,-0.8,-1.0,7.5,1.0,-11.3,0.0,-6.5,-8.1,3.9,9.6
COc1ccc(OC)c(/C=C/C(=O)OCC(=O)N2C(C)CCCC2C)c1 (configuration not stated),-1.5,0.6,-7.6,0.0,.,10.2,-5.0,8.8,4.0,13.2
O=C(c1nc2ccc(Cl)cn2c1CNCCc1cnccn1)N1CCCCCCC1,.,1.1,-7.3,-0.6,43.7,4.3,6.1,-4.9,-9.9,1.7
O=S(=O)(Nc1ncccn1)c1ccc(NC(=S)Nc2ccc(Cl)cc2)cc1,-2.6,0.8,3.4,.,2.6,7.9,-7.7,4.4,-1.0,15.6
Cc1c(O)ccc(/C=N/Nc2ncccc2[N+](=O)[O-])c1O,-1.4,0.3,-10.2,0.2,22.0,-2.1,9.4,0.1,1.1,21.1
COC(=O)Cn1cc(/C=C/c2cc[n+](C)cc2)c2ccccc21,-0.6,-0.6,?,-81.6,5.2,-12.2,15.3,-90.6,-0.1,5.6
CC(=O)Nc1ccc(SCC(=O)NCCc2ccc(F)cc2)cc1,-2.5,2.3,2.8,2.5,11.5,-1.4,0.6,-49.1,-6.5,-7.7
Cc1nn(-c2ccccc2)c(C)c1C1C(C#N)=C(N)Oc2n[nH]c(C)c21 (configuration not stated),-4.7,-1.2,35.8*,-0.6,3.3,-1.9,-14.6,2.3,11.0,-13.4
CC(=O)c1ccc(NC(=O)CNCC(c2ccccc2)N(C)C)cc1 (configuration not stated),-0.6,-1.8,-0.2,.,19.0,3.6,-7.5,1.1,3.5,1.9
Cc1cc(C)c(C2C(C#N)=C(N)Oc3n[nH]c(C)c32)cc1CN1CCCC1 (configuration not stated),-1.1,1.7,-24.1,1.8,6.3,1.4,-4.1,-7.7,4.7,-5.0

Single records, from the list above. Order of values: FadD28 binding, Mtb UGM inh, BoNT-F LC inh, Mtb BioA inh, VHR inh abs, Mtb FBA inh, CCHF vOTU inh, MazEF act, Rv3671c protease, GDH-TPI counter
Profile of `Cc1c(O)ccc(/C=N/Nc2ncccc2[N+](=O)[O-])c1O` = -1.4, 0.3, -10.2, 0.2, 22.0, -2.1, 9.4, 0.1, 1.1, 21.1
Profile of `O=S(=O)(Nc1ncccn1)c1ccc(NC(=S)Nc2ccc(Cl)cc2)cc1` = -2.6, 0.8, 3.4, ., 2.6, 7.9, -7.7, 4.4, -1.0, 15.6

High-throughput results (PubChem BioAssay)
